NRP1-CendR mod: modulators of CendR peptide binding to human neuropilin-1. FAM-RPARPAR peptide binding to NRP-1, fluorescence polarization. inhibition, % at 25 µM. 0.85% of 360,000 active;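 active = inhibition or corrected inhibition above about 18%, plus a signal ratio from 0.5 to 1.5, limit read from the data, passing the limit was not always enough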; also: strong numbers were not always called active
Target sequence (O14786 whole entry, looked up): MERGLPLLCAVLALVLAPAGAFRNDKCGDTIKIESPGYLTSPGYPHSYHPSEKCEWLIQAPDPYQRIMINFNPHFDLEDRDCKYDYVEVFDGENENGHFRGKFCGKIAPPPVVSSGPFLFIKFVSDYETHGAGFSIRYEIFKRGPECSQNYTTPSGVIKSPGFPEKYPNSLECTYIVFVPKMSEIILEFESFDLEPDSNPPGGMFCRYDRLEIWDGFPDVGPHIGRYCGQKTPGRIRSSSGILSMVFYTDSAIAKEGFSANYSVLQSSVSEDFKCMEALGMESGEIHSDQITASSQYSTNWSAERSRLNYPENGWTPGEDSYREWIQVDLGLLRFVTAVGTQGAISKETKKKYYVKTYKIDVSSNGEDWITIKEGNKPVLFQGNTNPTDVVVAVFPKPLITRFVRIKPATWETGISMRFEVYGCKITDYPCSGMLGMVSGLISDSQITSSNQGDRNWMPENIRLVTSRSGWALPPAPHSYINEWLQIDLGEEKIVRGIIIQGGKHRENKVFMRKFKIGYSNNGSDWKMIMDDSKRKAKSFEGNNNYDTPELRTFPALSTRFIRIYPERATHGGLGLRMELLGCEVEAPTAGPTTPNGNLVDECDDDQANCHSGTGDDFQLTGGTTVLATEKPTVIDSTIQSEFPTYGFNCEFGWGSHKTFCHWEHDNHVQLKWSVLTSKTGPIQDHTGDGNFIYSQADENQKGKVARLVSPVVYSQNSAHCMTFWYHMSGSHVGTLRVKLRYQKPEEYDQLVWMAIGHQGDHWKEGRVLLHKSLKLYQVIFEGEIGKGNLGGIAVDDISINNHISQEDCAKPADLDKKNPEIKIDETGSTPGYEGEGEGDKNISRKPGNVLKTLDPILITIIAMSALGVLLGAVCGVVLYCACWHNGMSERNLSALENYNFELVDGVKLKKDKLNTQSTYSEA
Scp1 inh: Scp-1 (human) phosphatase inhibition; 0.88% of 340,000 active; Q9GZU7; Recombinant Scp1, phosphopeptide, malachite green phosphate absorbance; inhibition, % at 20 µM;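 active = inhibition above about 50% at 20 µM, limit read from the data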;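 also: plate controls were DMSO wells with enzyme for no effect and wells lacking enzyme for full effect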
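Test system – truncated SCP-1 phosphatase (76-261aa) · Reagent – Phosphorylated 17-residue peptide substrate · Incubation – 45 min room-temperature reaction, 5 min colour, 30 min stabiliser · Detection – colorimetric phosphate reagent with accelerator and stabiliser, absorbance at 630 nm · Measure – % inhibition at 20 µM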
SUMO1 PPI mod: SUMO1-SIM interaction modulation | P63165 | SUMO1 binding to a labelled peptide, TR-FRET, 1 h | inhibition, % at 20 µM | 0.33% of 360,000 active; in the data active = inhibition above about 37%
DNMT1 block: blocks human DNA methyltransferase DNMT1; P26358; DNMT1 molecular beacon, Hinp1I cleavage, fluorescence; inhibition (reported as % activation of signal), % at 10 µM; 0.83% of 360,000 active; AID 588458; in the data active = inhibition above about 50%
MsrA act: bovine methionine sulfoxide reductase A activation; purified bovine MsrA, absorbance read-out; activation, % at 10.6 µM; 0.3% of 360,000 active; AID 602163; in the data active = activation above about 7.5%;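 also: 0% = vehicle and 100% = reference activator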
STEP block: inhibitors of human striatal-enriched phosphatase STEP. P54829. recombinant STEP, OMFP fluorogenic substrate, fluorescence. inhibition, % at 20 µM. 0.25% of 360,000 active. AID 588621;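 active = inhibition at 20 µM, scaled per plate between control wells, above about 37%, limit read from the data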;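 also: 0% = DMSO with enzyme and substrate and 100% = substrate only without enzyme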
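Also added – OMFP at 25 µM · Test system – STEP tyrosine phosphatase · Technique – FITC-channel fluorescence of OMFP product · Schedule – 20 min at room temperature, dark · Evaluation – control-normalized % inhibition with plate pattern correction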
Tb MetRS inh: Trypanosoma brucei MetRS inhibition. purified T. brucei MetRS, ATP depletion, Kinase-Glo luminescence. inhibition, % at 11.9 µM. 0.4% of 360,000 active;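 active = inhibition above a per-plate cutoff of the control wells' mean inhibition plus 3 SD, cut at about 5.5% in these data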;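 also: 0% = DMSO wells median and 100% = median of wells with control inhibitor compound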
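Measured by: Kinase-Glo luciferase luminescence reporting remaining unconsumed ATP. Material: purified T. brucei MetRS enzyme. Doses: 11.9 µM compound single dose, 0.9% DMSO. Medium: HEPES buffer containing pyrophosphatase, BSA, spermine, DTT. Times: 15 min preincubation, 2 h reaction, all 25 °C. Reagent: methionine, ATP and bulk E. coli tRNA.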
LMPTP block: LMPTP (human) inhibition | recombinant LMPTP-A, OMFP fluorogenic substrate, fluorescence intensity | inhibition, % at 20 µM | 0.22% of 360,000 active;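 active = compounds that cut the enzyme signal by at least half of the control window in the single-dose screen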;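 also: plate controls were DMSO wells with enzyme plus substrate for no effect and substrate without enzyme for full effect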
Target sequence (P24666 whole entry, looked up): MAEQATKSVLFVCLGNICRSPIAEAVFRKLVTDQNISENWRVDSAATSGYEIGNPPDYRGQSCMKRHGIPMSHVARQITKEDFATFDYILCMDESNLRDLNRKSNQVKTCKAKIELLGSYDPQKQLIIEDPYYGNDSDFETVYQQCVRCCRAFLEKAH
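test system = LMPTP-A | amount = 0.625 nM LMPTP-A final | reagent = fluorogenic phosphatase substrate OMFP at 400 µM final | incubation = 50 min at room temperature | benchmarks = no-enzyme low control, uninhibited high control | medium = Bis-Tris pH 6.0, DTT, detergent | signal = fluorescence intensity of OMFP turnover product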
eLon inh: E. coli protease La inhibition; inhibition, % at 7.94 µM; 0.42% of 360,000 active; purified E. coli Lon protease, fluorescence polarization; AID 602123; P0A9M0; in the data active = inhibition above about 13%, passing the limit was not always enough;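 also: 0% = enzyme with probe and DMSO and 100% = no enzyme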
MsrA inhibitor: bovine MsrA inhibition; purified bovine MsrA, absorbance read-out; inhibition, % at 15.5 µM; 0.75% of 360,000 active; in the data active = inhibition above about 4.5%;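 also: 0% = vehicle wells with enzyme and 100% = reference inhibitor wells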
* = called active by the depositor; . = not tested or not shown. Random draw from the library (roughly 4.3% active in at least one column).

SMILES | NRP1-CendR mod | Scp1 inh | SUMO1 PPI mod | DNMT1 block | MsrA act | STEP block | Tb MetRS inh | LMPTP block | eLon inh | MsrA inhibitor
COc1cc(C)c(C)cc1S(=O)(=O)N1CCCCC1c1cccnc1 (stereo unspecified) | 4.0 | 0.4 | -1.1 | -3.7 | -2.1 | -0.3 | -0.8 | -1.7 | 0.0 | -0.6
COc1ccc(S(=O)(=O)N2CCCCCC2)cc1C(=O)NCc1ccccc1Cl | -0.4 | -2.0 | -0.1 | -1.9 | -8.1 | 2.0 | -0.7 | 0.4 | -0.2 | -0.2
CCOC(=O)c1nncc(-c2ccccc2)n1 | 18.2 | -7.7 | -30.5 | 3.0 | -2.6 | 1.4 | -0.1 | -1.5 | -11.8 | -1.1
COc1ccc(CC(=O)Nc2cccc(SC)c2)cc1 | 9.0 | -7.1 | 3.4 | -3.2 | -2.8 | -1.0 | -0.2 | -0.7 | -1.7 | 0.5
COc1cc2nc(CN(CCC(C)C)Cc3nc4cc(OC)c(OC)cc4c(=O)[nH]3)[nH]c(=O)c2cc1OC | -1.3 | -4.5 | -4.7 | 2.7 | -11.7 | -0.7 | -0.8 | 0.1 | 3.3 | -1.0
CCOc1ccc(C(C)NC(=S)NC2CCCCC2)cc1OCC (stereo unspecified) | 7.0 | -10.4 | 0.4 | 0.6 | 0.4 | 2.6 | -1.1 | -0.2 | -2.4 | -0.6
Cc1ccc(S(=O)(=O)N2C[C@H]3[C@H]4C(=O)N(C5CCCCC5)C(=O)[C@H]4CC(=O)[C@H]3[C@@H]2c2cccc3ccccc23)cc1 | -2.5 | . | 6.1 | 13.6 | -1.7 | -0.1 | -0.3 | 1.4 | 0.4 | -0.3
O=c1c2ccc(Cl)cc2[nH]c(=S)n1CCCN1CCOCC1 | -4.9 | -3.9 | -2.2 | -1.0 | -2.9 | 14.6 | -0.3 | -6.0 | -0.4 | 1.6
CC1CCCCN1S(=O)(=O)c1ccc(C(=O)Nc2nnc(C3CC3)o2)cc1 (stereo unspecified) | -10.4 | -9.2 | 0.5 | 3.1 | -4.0 | -0.5 | 0.0 | -0.9 | 0.5 | 0.6
O=C(Nc1cccc(O)c1)c1ccccc1 | -6.3 | 2.3 | -1.8 | -6.6 | -2.4 | -0.2 | -0.5 | -0.3 | 4.9 | -2.0
COc1ccc(NC(=O)CSc2nnc(Cn3cnc4ccccc43)o2)cc1 | 10.2 | -10.4 | 2.8 | 0.7 | -1.5 | -0.6 | -0.2 | -0.1 | 2.5 | -0.3
O=C(O)CC1C(=O)NCCN1Cc1cccs1 (stereo unspecified) | 1.6 | -3.9 | -4.2 | 0.7 | -0.3 | -2.1 | 0.3 | -0.3 | -8.3 | -0.6
Cc1ccc(SCc2cn3cc(Cl)ccc3n2)cc1 | -7.9 | 0.9 | -5.5 | -2.4 | -0.3 | 1.2 | 0.0 | 1.0 | -10.6 | 0.3
O=C(C[C@@H]1NS(=O)(=O)OC2CCCCC21)c1ccccc1 (stereo partly specified) | 6.7 | -7.7 | -4.4 | 2.4 | -2.1 | -1.1 | -0.5 | -1.5 | -6.8 | -0.4
O=C(CC1C(=O)NCCN1C(=O)Nc1ccccc1)Nc1cccc(C(F)(F)F)c1 (stereo unspecified) | 43.7* | 2.7 | 0.4 | 4.9 | -12.2 | -7.1 | -1.6 | 0.0 | -2.0 | -0.1
O=c1cc(O)c2c(=O)n(-c3ccccc3)c3c(c2o1)CCCCCC3 | -5.0 | -8.3 | -2.3 | 1.0 | -3.5 | 0.3 | -0.4 | 0.4 | 7.3 | 1.3
Cc1cc(C)cc(OCC(=O)N/N=C/c2ccco2)c1 | -4.7 | -10.4 | -7.9 | -1.4 | -0.9 | -2.0 | -0.3 | 0.2 | 8.9 | 0.1
Cc1cccc(NS(=O)(=O)c2cc3c(cc2C)N(C)CCO3)c1 | -3.1 | -6.5 | 4.4 | -0.2 | -1.9 | -6.2 | 0.2 | -0.3 | 1.9 | 1.1
Cc1ccc(NC(=O)CC(O)(C(F)(F)F)C(F)(F)F)c(Br)c1 | 8.0 | -2.7 | 3.9 | 2.2 | -0.5 | -0.5 | 1.1 | 1.1 | 0.8 | 0.0
COc1ccc(CCNc2ncnc3cc(OC)c(OC)cc23)cc1OC | 3.3 | -1.4 | 4.5 | 0.3 | -0.9 | 5.0 | -0.6 | 0.6 | -2.3 | 1.9
Cc1ccc(C(=O)N/C(=C/c2cccc([N+](=O)[O-])c2)C(=O)NCC2CCCO2)cc1 (stereo unspecified) | -1.4 | -6.3 | -12.3 | 2.1 | 0.9 | 1.2 | -0.2 | -0.9 | 0.9 | 1.2
CCc1nc(SCC(=O)NNC(=O)C2CCCCC2)c2ccccc2n1 | -2.1 | -7.0 | 5.7 | -0.9 | 1.8 | -3.6 | 0.0 | -1.2 | -3.0 | -0.5
Cc1ccc(N2C(=O)CC(N(O)C3CC(=O)N(c4ccc(C)cc4)C3=O)C2=O)cc1 (stereo unspecified) | 3.9 | -7.8 | -15.0 | 0.4 | -2.2 | 0.7 | 0.0 | -1.9 | 0.4 | 0.7
NS(=O)(=O)c1ccc(NC(=O)COC(=O)c2ccco2)cc1 | 5.9 | 4.7 | 0.2 | -4.5 | -4.8 | -2.1 | -0.2 | -0.5 | 11.4 | 1.3
COC(=O)CSC1=C(C#N)C(c2ccc(C)cc2)C2=C(CCCC2=O)N1 (stereo unspecified) | 5.2 | -2.2 | -1.5 | -2.6 | -0.9 | 3.1 | 0.1 | -0.3 | 7.1 | 1.2

Shown as a hit in NRP1-CendR mod, among the entries above:
Molecule	NRP1-CendR mod	Scp1 inh	SUMO1 PPI mod	DNMT1 block	MsrA act	Tb MetRS inh	LMPTP block	eLon inh	MsrA inhibitor
O=C(CC1C(=O)NCCN1C(=O)Nc1ccccc1)Nc1cccc(C(F)(F)F)c1 (stereo unspecified)	43.7*	2.7	0.4	4.9	-12.2	-1.6	0.0	-2.0	-0.1

(cont.)
SMILES | NRP1-CendR mod | Scp1 inh | SUMO1 PPI mod | DNMT1 block | MsrA act | STEP block | Tb MetRS inh | LMPTP block | eLon inh | MsrA inhibitor
Cc1cc(C)c2cc(CN(CCCO)S(=O)(=O)c3ccccc3F)c(=O)[nH]c2c1 | -15.1 | -10.1 | -1.6 | 0.1 | -1.4 | -1.3 | 0.2 | -0.8 | 3.7 | 2.0
C=CCn1c(CCNC(=O)c2cccs2)nnc1SCC(=O)Nc1cccc(Cl)c1C | -2.1 | -2.5 | 1.6 | 1.5 | -1.4 | -3.4 | 0.0 | -0.2 | -7.6 | -0.6
CCN(C(=O)CSc1ncccn1)c1cccc2ccccc12 | 12.6 | -2.2 | -5.9 | 1.7 | -1.1 | -1.2 | -0.3 | -0.9 | 5.5 | -1.1
COc1cc(C(=O)NC2CC(C)(C)CC(C)(C)C2)ccc1OC1CCN(C(C)=O)CC1 | -6.8 | -1.9 | 3.5 | -0.5 | 2.4 | 2.4 | -0.8 | 0.0 | 15.5 | -0.2
COC(=O)c1cn(NC(=O)Cc2ccc(OC)c(OC)c2)c(=O)c2ccccc12 | 7.3 | 0.4 | -1.4 | -1.5 | -6.8 | 0.0 | -1.0 | -1.1 | -0.8 | 0.2
Cc1ccc(NC(=S)N2CCC(NC(=O)c3ccc(C)cc3)CC2)cc1 | 2.0 | -0.6 | 1.7 | 0.1 | -1.5 | 1.5 | -0.5 | -0.6 | -3.9 | -1.4
COc1cc(/C=N/NC(=O)C[n+]2ccccc2)cc(OC)c1OC | -0.4 | -7.3 | 0.3 | 1.2 | -1.2 | 0.8 | 0.1 | -1.7 | 4.7 | -0.4
CC(Oc1ccc(S(=O)(=O)N2CCCC2)cc1[N+](=O)[O-])C(=O)NC(C)c1ccccc1 (stereo unspecified) | -4.8 | -9.9 | -6.9 | 3.1 | -1.9 | -0.1 | 0.1 | 0.1 | -1.6 | -0.1
CC1(C)CSC(=NCCc2ccccc2)N1C(=O)c1ccc(C#N)cc1 | -2.1 | -17.2 | -1.1 | 1.8 | -5.5 | -5.0 | -0.3 | -0.8 | 4.5 | -1.1
O=C(N/N=C/c1ccc([N+](=O)[O-])cc1)c1cccc2cc[nH]c12 | 4.9 | -7.0 | -2.6 | -1.0 | -11.7 | 1.6 | -0.2 | -0.4 | 7.6 | 3.8
O=C(CSC1=Nc2ccccc2C2=NC(CC(=O)NCc3ccco3)C(=O)N12)NCc1ccco1 (stereo unspecified) | -24.9 | 48.2 | -0.1 | 20.6 | -3.4 | -1.2 | 0.9 | 0.5 | 4.2 | 0.1
Cc1ccc(C2CC(=O)Oc3cc(O)ccc32)cc1 (stereo unspecified) | -28.3 | -1.0 | 3.0 | 27.9 | -3.3 | 0.5 | -0.1 | 0.1 | -23.7 | -0.5
O=C(Cc1ccccc1)NNC(=O)c1ccc(Br)o1 | -8.0 | 1.0 | 0.1 | 1.3 | -3.6 | -1.3 | -0.2 | -2.0 | -8.4 | 0.5
CC(=O)N1N=C(c2ccncc2)CC1c1ccccc1O (stereo unspecified) | 3.8 | -5.2 | 1.7 | 2.8 | -2.7 | 1.2 | 0.5 | 0.4 | -5.6 | 1.5
COc1ccccc1C1C=C(c2ccccc2)Nc2nnnn21 (stereo unspecified) | 7.8 | -7.3 | -1.9 | 4.4 | -2.4 | -3.4 | -0.4 | -4.3 | -11.9 | 0.1
CCOC(=O)N1CCC(NC(=O)C2CCCN(S(C)(=O)=O)C2)CC1 (stereo unspecified) | 13.2 | -4.6 | -1.2 | -1.3 | -1.4 | -0.2 | -0.4 | 0.4 | 2.6 | -0.4
COc1ccccc1CN(C)C(=O)c1cccc(S(=O)(=O)N2CCCc3ccccc32)c1 | 2.4 | -6.8 | 0.6 | -1.8 | -2.9 | 1.6 | -0.5 | 1.0 | -6.5 | 0.3
Cn1cnnc1Sc1ccc(/C=C/C(=O)c2ccc(O)cc2)cc1[N+](=O)[O-] | -6.4 | 8.7 | 6.5 | -3.5 | -12.2 | 3.8 | -0.2 | 1.0 | -2.2 | 5.7*

Nothing new here: 4 of the compounds above.
SMILES | NRP1-CendR mod | Scp1 inh | SUMO1 PPI mod | DNMT1 block | MsrA act | STEP block | Tb MetRS inh | LMPTP block | eLon inh | MsrA inhibitor
COc1ccccc1C1C=C(c2ccccc2)Nc2nnnn21 (stereo unspecified) | 7.8 | -7.3 | -1.9 | 4.4 | -2.4 | -3.4 | -0.4 | -4.3 | -11.9 | 0.1
CCOC(=O)N1CCC(NC(=O)C2CCCN(S(C)(=O)=O)C2)CC1 (stereo unspecified) | 13.2 | -4.6 | -1.2 | -1.3 | -1.4 | -0.2 | -0.4 | 0.4 | 2.6 | -0.4
COc1ccccc1CN(C)C(=O)c1cccc(S(=O)(=O)N2CCCc3ccccc32)c1 | 2.4 | -6.8 | 0.6 | -1.8 | -2.9 | 1.6 | -0.5 | 1.0 | -6.5 | 0.3
Cn1cnnc1Sc1ccc(/C=C/C(=O)c2ccc(O)cc2)cc1[N+](=O)[O-] | -6.4 | 8.7 | 6.5 | -3.5 | -12.2 | 3.8 | -0.2 | 1.0 | -2.2 | 5.7*

Screening data as filed in PubChem.
